Dynein cargo inh – dynein cargo transport inhibition; z-score, hits read low; AID 1381; 220,000 compounds, 0.47% hits; 3617.4 mouse cells, GR-EGFP nuclear translocation imaging; test concentration mostly 20 µM; stimulated with dexamethasone, 1 µM; stronger effect = lower value;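 active = plate z-score of nuclear minus cytoplasmic receptor signal below a set negative limit, without overly bright fluorescence or cell loss, cut at about -3.5 in these data, passing the limit was not always enough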;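 note: z-score of nuclear minus cytoplasmic ring GR-EGFP intensity difference per well; some compounds called inactive have numbers as strong as hits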
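Buffer or medium: tetracycline-free induction medium containing charcoal-stripped FBS / Reagent: dexamethasone agonist, 1.0 µM final, for 30 min / Technique: automated 10x imaging of fixed Hoechst-stained cells / Times: induction 48 h, compound 1 h, agonist 30 min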
ER stress rescue – rescue of cells from ER stress-induced death, primary screen, 384-well, CSM14.1, thapsigargin, ATP luminescence (AID 1222); CSM14.1 thapsigargin-induced death rescue, ATP luminescence; higher % means a stronger effect; cellular ATP content (survival), % at 20 µM; hits with a dose series show EC50 in µM; 190,000 tested, under 10 active;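 active = EC50 below 50 µM in the dose-response confirmation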;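 note: death triggered by thapsigargin at about 15 µM added after 2 h compound pretreatment; cell ATP read after overnight thapsigargin exposure of roughly 18 to 22 hours; normalized against plate controls of thapsigargin alone and 5% DMSO vehicle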
PhoP inhibition – PhoP-dependent GFP reporter repression – Salmonella Typhimurium, primary screen (AID 1863); S. Typhimurium PhoP-regulated promoter GFP reporter, 4 h; higher % means a stronger effect; inhibition, % at 50 µM, or IC50 in µM where a hit was titrated; 300,000 compounds, 0.16% hits;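 active = inhibition over 29.93%, a cutoff 3 SD above the screen mean, later confirmed by dose response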;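 note: 0% = low Mg2+ inducing control and 100% = high Mg2+ repressing control; strong numbers were not always called active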
Ins promoter up – MIN6 insulin promoter up-regulation | MIN6 insulin promoter-GFP reporter, high-content imaging; stronger effect = higher value | z-score at 5 µM | 190,000 compounds, 0.3% hits;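 active = z-score above 3 at 5 µM with at least 500 cells counted in the well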
b-catenin transl – beta-catenin nuclear translocation modulation | AID 1665 | nuclear translocation activity, % at 5 µM | 190,000 compounds, 0.3% hits | HeLa beta-catenin nuclear translocation, immunofluorescence imaging;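 active = nuclear translocation activity above 50% at 5 µM, with a well cell count of 50 or more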;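 note: per-cell ratio of nuclear to cytoplasmic median beta-catenin stain intensity; plate controls were DMSO negative control for no effect and GSK-3 inhibitor IX positive control for full effect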
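Test system: human HeLa cells, native beta-catenin. Compound dosing: 5 µM primary single dose, 0.1% DMSO, 0.02–20 µM confirmation series. Incubation: compound exposure 24 h at 37°C. Detection: beta-catenin immunostaining with DAPI counterstain, 20x imaging, 6 fields/well. Read-out basis: Nuclear/cytoplasmic beta-catenin signal ratio, % activation.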
Hep lipid drop – hepatic lipid droplet formation modulation; AML12 mouse hepatocytes, oleate lipid droplets, BODIPY imaging; inhibition, % at 6.5 µM; 240,000 compounds, 0.4% hits; AID 1656;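 active = lipid droplet intensity inhibited by at least 50%, with more than 500 cells counted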
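material = mouse AML12 hepatocyte cell line, fixed after treatment | also added = 100 µM oleic acid challenge | doses = compound at 6.5 µM only | schedule = overnight exposure | technique = Image-based BODIPY and DAPI two-channel analysis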
Autophagy HCS – autophagy modulation, high-content screen | MEF GFP-LC3 puncta imaging; test concentration mostly 10 µM | calls only at 10 µM (by protocol) | 190,000 compounds, 0.98% hits | AID 463193;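 active = percentage of spot-positive cells more than 3 SD above its plate mean, without a fluorescence outlier flag or 80% toxicity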;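 note: spot-positive cell cutoff set from DMSO-treated cells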
T cell modulator – modulates CD8 T cell binding to vesicles; 330,000 compounds, 0.068% hits; 2C CD8+ T cell-vesicle binding, flow cytometry; stronger effect = lower value; calls only at 7 µM;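 active = response, share of CD8 T cells binding vesicles, and their 90th percentile fluorescence all below set limits, cut at about 80% in these data, passing the limit was not always enough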
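Assay system – 2C mouse CD8+ T cells · Also added – QL9-loaded Drosophila micro-vesicles · Timing – Cell–vesicle co-incubation 1.5 h at 37 °C, staining 20 min on ice · Signal – flow cytometry of vesicle-bound cells · Measure – percent CD8+ FL2 mean versus row control · Controls – Peptide-free naked vesicles (low) and QL9 vesicles with 0.7% DMSO vehicle (high)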
MT stabilizer – microtubule stabilizers in HeLa cells. % tubulin-high responders, % at 10 µM. 200,000 compounds, 0.83% hits. HeLa tubulin immunostaining HCS, 24 h; share of cells brighter than vehicle mean+2SD;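 active = plate Z-score above 3 for both tubulin-high and condensed-nucleus cell shares, with cell loss under 80%, at 10 µM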;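 note: anti alpha tubulin signal scored within the nucleus-defined area of each cell; some results filed as inactive read as strong as hits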
Dynein cargo inh cytoplasmic EGFP – second read-out of Dynein cargo inh, no call of its own (marks repeat the call); z-score; measured here: cytoplasmic GR-EGFP intensity; stronger effect = higher value
Dynein cargo inh nuclear GR-EGFP – second read-out of Dynein cargo inh, no call of its own (marks repeat the call); z-score; measured here: nuclear GR-EGFP intensity;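 lower value marks the stronger effect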
Dynein cargo inh cell count – also measured in Dynein cargo inh; calls as there; z-score; measured here: cell count per field
Ins promoter up cell count – also measured in Ins promoter up; calls as there; cell count; measured here: cytotoxicity, nuclei count;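 total cells summed across four imaged fields per well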
Hep lipid drop cells 6.5 µM – second read-out of Hep lipid drop, no call of its own (marks repeat the call); cell count; measured here: cell count, cytotoxicity flag;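 cells counted across two imaged fields per well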
b-catenin transl cell count 5 µM – also measured in b-catenin transl; calls as there; cell count; measured here: cell count, cytotoxicity flag
T cell modulator vesicle-bound % – recorded beside T cell modulator, whose call it bears; double positive events, %; measured here: CD8+ vesicle-bound cell fraction;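 binding gate set so that unloaded-vesicle control wells show 10% double positive cells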
MT stabilizer Hoechst-high % – also measured in MT stabilizer; calls as there; % Hoechst-high responders; measured here: nuclear condensation Hoechst responders;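 share of cells brighter than vehicle mean plus two SD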
MT stabilizer cytotoxicity % – recorded beside MT stabilizer, whose call it bears; toxicity, %; measured here: cytotoxicity by cell density;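 0% = mean cell density of plate MIN control wells and 100% = no cells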
Autophagy HCS cell loss 18 h – also measured in Autophagy HCS; calls as there; toxicity, %; measured here: cell loss, nuclei count;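 cell loss after 18 h compound exposure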
The depositor's hits bear a star; i = inactive; . = not tested or not shown.

item	Compound	Dynein cargo inh	Dynein cargo inh cytoplasmic EGFP	Dynein cargo inh nuclear GR-EGFP	Dynein cargo inh cell count	ER stress rescue	PhoP inhibition	Ins promoter up	Ins promoter up cell count	b-catenin transl	b-catenin transl cell count 5 µM	Hep lipid drop	Hep lipid drop cells 6.5 µM	Autophagy HCS	Autophagy HCS cell loss 18 h	T cell modulator	T cell modulator vesicle-bound %	MT stabilizer	MT stabilizer Hoechst-high %	MT stabilizer cytotoxicity %
1	O=C(OCC(=O)N1c2ccccc2Sc2ccccc21)C1CC(=O)N(Cc2ccco2)C1 (stereo unspecified)	-0.18	-0.15	-0.091	-0.017	-0.2%	1%	0.6	1455	-2.8	1016	.	.	i	8	i	34	1.4	1.6	6.5
2	COc1ccc(-c2nc3c(c(SCC(=O)N4CCOCC4)n2)COC(C)(C)C3)cc1	-0.37	-0.21	0.18	0.42	0.7%	18%	0.18	807	-4.1	952	.	.	i	-68	i	15	1.5	0.9	10
3	C=CCNc1ncnc2c1cnn2-c1ccc(C)cc1C	-0.57	-0.13	-0.077	0.44	-0.5%	2%	0.53	1657	0.4	1048	-4	652	i	8	i	37	2.8	2.6	1.1
4	Cc1cc(C)n(C(=O)c2ccc(C)c(F)c2F)n1	-0.94	-0.25	-0.7	0.43	1.6%	-6%	0.36	1539	-1.8	1187	20	620	i	12	i	43	3.3	1.9	7.8
5	NC(=O)C1CCN(C(=O)CSc2nc3c(c(-c4ccccc4)n2)CCCC3)CC1	0.82	-0.26	0.32	-0.97	-1.3%	0%	-0.4	1313	.	.	7	732	i	2	i	44	6.1	2.6	8.9
6	O=C(OCCN(CCOC(=O)c1ccncc1)S(=O)(=O)c1cccs1)c1ccncc1	0.53	-0.16	0.8	-0.57	0.2%	-11%	0.67	937	.	.	-9	808	i	37	i	50	3.2	1.7	2.9
7	O=C(O)c1ccc(N2CCCC2=O)cc1	0.36	-0.15	0.41	-0.95	-0.9%	1%	0.45	935	-0.2	1199	.	.	i	3	i	36	4.2	1.1	1.5
8	c1ccc(CCn2c(SCc3ccccc3)nnc2-c2ccncc2)cc1	-0.84	-0.27	-0.48	0.71	-0.2%	-1%	.	.	-5.6	691	-2	750	i	-4	i	33	3.4	2.1	7.1
9	COc1ccc(-c2[nH]ncc2CN(CCO)CC23CC4CC(CC(C4)C2)C3)c(OC)c1	-0.29	-0.31	-0.34	0.99	-1.9%	5%	1.6	1442	-2.2	1039	-2	668	i	15	i	45	3.8	0.7	4.6
10	CCCCCC(=O)NC(=S)Nc1cccc(C(C)=O)c1	0.037	-0.24	-0.021	0.39	-2.4%	15%	0.82	1162	-2.7	463	-6	563	i	28	i	46	2.6	2.8	2.2
11	O=S(=O)(Nc1ccc(N2CCOCC2)nn1)c1ccccc1	-0.16	-0.21	0.35	0.29	-1.1%	-17%	-0.28	1279	0.1	1160	.	.	i	5	i	41	3.2	1.3	3.0
12	C[C@@H]1NC(=O)[C@H](CCC(N)=O)NC(=O)c2cc([N+](=O)[O-])cc(I)c2NCC[C@@H](C(N)=O)NC1=O	-1.6	-0.29	-0.13	1.3	-5.1%	-4%	0.9	1265	.	.	-3	692	i	-50	i	14	4.2	3.4	8.6
13	CC(=O)c1cc(N2CCC(C(=O)O)CC2)ccc1[N+](=O)[O-]	0.26	-0.23	0.06	0.43	-0.9%	0%	-0.54	1325	-0.2	1122	2	731	i	8	i	28	2.7	1.5	1.5
14	COc1ccc(-c2csc3ncn(-c4cccc(C)c4)c(=O)c23)cc1OC	-0.089	-0.21	-0.16	-0.13	2.2%	6%	-0.43	1505	3.1	945	-3	716	i	10	i	59	2.1	3.4	7.5
15	COc1ccc(NC(=S)N2C3CCC2CC(NC(=O)NC24CC5CC(CC(C5)C2)C4)C3)c(OC)c1 (stereo unspecified)	0.11	-0.24	-0.5	0.55	-1.1%	-11%	0.18	1858	-0.3	1002	-5	619	i	8	i	16	1.1	2.5	9.7
16	CCCC(=O)NNC(=O)Nc1ccccc1	0.019	-0.2	0.43	-0.086	-1.3%	15%	-0.36	1736	-1.7	1376	.	.	i	26	i	41	2.6	1.4	6.4
17	O=C(CSc1n[nH]c(=O)n1-c1cccnc1)N1CCOCC1	-1.3	-0.0027	-0.78	2.8	.	6%	-0.11	1406	0.2	1105	4	718	.	.	i	20	.	.	.
18	CC1(CC(=O)N/N=C/c2ccc(-c3ccc(C(=O)O)cc3)o2)OCCO1	-0.051	-0.22	0.59	-0.061	-1.7%	-13%	0.25	1448	4.6	1299	.	.	i	12	i	66	2.3	1.2	3.9
19	Cc1ccc(-c2csc3nnc(SCC(=O)Nc4cccc(C)n4)n23)cc1	0.24	-0.18	0.29	-0.88	0.1%	11%	-0.25	911	-5.0	1221	-14	675	i	3	i	37	3.2	1.5	0.5
20	COC(=O)c1[nH]c(C)c(/C(O)=C2\C(=O)C(=O)N(CCN3CCOCC3)C2c2ccc(C)o2)c1C (stereo unspecified)	-0.37	-0.26	-0.41	1.5	.	0%	0.5	1003	-0.4	1280	-11	507	.	.	i	13	.	.	.
21	CN(C(=O)Nc1ccc(Cl)cc1Cl)[C@H]1c2cc(Br)ccc2OC[C@H]1CO	.	.	.	.	-1.6%	-9%	-0.12	1715	3.3	936	-8	603	i	-3	i	28	1.4	1.7	11
22	CC(C)c1onc(C(=O)Nc2cccc(O)c2)c1[N+](=O)[O-]	-0.76	-0.28	-0.3	0.52	-0.8%	-3%	-0.15	1305	-0.8	1130	-1	760	i	-9	i	56	3.3	2.4	5.6
23	Cc1cccc(NC(=O)NCC(c2cccnc2)N2CCOCC2)c1 (stereo unspecified)	-1	0.11	-0.11	0.86	-0.1%	-5%	.	.	.	.	.	.	i	8	i	7	3.1	1.3	3.1
24	CC(=O)Nc1ccc(-c2cc3ccccc3o2)cc1	2.5	-0.15	1.6	-1.3	-3.4%	-1%	-0.4	1360	-0.7	787	.	.	i	-1	i	38	4.0	1.4	3.6
25	CCOC(=O)CN1C(=O)C(O)=C(C(C)=O)C1c1ccc([N+](=O)[O-])cc1 (stereo unspecified)	1.7	-0.044	0.99	-0.74	-0.7%	0%	.	.	.	.	8	811	i	4	i	38	2.6	2.1	2.0
26	COC(=O)c1sc2ccccc2c1NC(=O)c1ccc(S(=O)(=O)N2CCCCC2C)cc1 (stereo unspecified)	-0.31	-0.32	-0.49	0.79	0.8%	2%	-1.4	1202	1.7	540	-21	753	i	0	i	47	3.6	1.6	6.9
27	CCn1c(SCC(=O)c2ccc(C)cc2)nnc1-c1ccncc1	-0.6	0.065	-0.036	0.26	-1.3%	-5%	0.53	869	.	.	16	808	i	0	i	14	1.0	0.6	7.5
28	Cc1nc(N[C@@H](Cc2ccccc2)C(=O)O)c2oc3ccccc3c2n1	-0.085	-0.22	-0.19	0.95	-0.5%	0%	1.1	1402	-1.5	1312	.	.	i	9	i	24	3.7	1.6	7.9
29	Cc1ccc(S(=O)(=O)NCCN=C(CN2CCOCC2)NS(=O)(=O)c2ccc(C)cc2)cc1	0.6	-0.28	0.34	-0.53	-1.7%	-2%	0.02	1898	-0.6	1023	2	640	i	9	i	38	2.7	1.9	0.8

Complete entries from above. Order of values: Dynein cargo inh	Dynein cargo inh cytoplasmic EGFP	Dynein cargo inh nuclear GR-EGFP	Dynein cargo inh cell count	ER stress rescue	PhoP inhibition	Ins promoter up	Ins promoter up cell count	b-catenin transl	b-catenin transl cell count 5 µM	Hep lipid drop	Hep lipid drop cells 6.5 µM	Autophagy HCS	Autophagy HCS cell loss 18 h	T cell modulator	T cell modulator vesicle-bound %	MT stabilizer	MT stabilizer Hoechst-high %	MT stabilizer cytotoxicity %
Entry for Cc1nc(N[C@@H](Cc2ccccc2)C(=O)O)c2oc3ccccc3c2n1 : -0.085	-0.22	-0.19	0.95	-0.5%	0%	1.1	1402	-1.5	1312	.	.	i	9	i	24	3.7	1.6	7.9
Entry for COC(=O)c1sc2ccccc2c1NC(=O)c1ccc(S(=O)(=O)N2CCCCC2C)cc1 (stereo unspecified) : -0.31	-0.32	-0.49	0.79	0.8%	2%	-1.4	1202	1.7	540	-21	753	i	0	i	47	3.6	1.6	6.9

Source: PubChem BioAssay (several laboratories)
